Gli-Sufu block = blocks Gli-Sufu signaling in a luciferase reporter | AID 588413 | 340,000 compounds, 0.74% hits | inhibition, % at 5 µM | Sufu-KO-LIGHT fibroblasts, Gli luciferase reporter luminescence;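 active means inhibition above about 55%, limit read from the data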;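 further: 0% = DMSO-treated cells and 100% = wells with medium but no cells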
697 NFkB inh = lowers PMA/ionomycin-induced NF-kB signal in 697 B cells | 697 B-cell NF-kB luciferase reporter, 16 h | inhibition, % at 4 µM | 330,000 compounds, 0.33% hits | AID 435022; in the data active means inhibition above about 35%
EBI2 antag = blocks human EBI2 receptor beta-arrestin signaling; P32249; EBI2 beta-arrestin recruitment, luminescence, 7a,25-OHC stimulated; inhibition, % at 5 µM; 360,000 compounds, 0.81% hits; in the data active means inhibition above about 38%;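 further: enzyme fragment complementation signal reports receptor beta-arrestin coupling in cells; 0% = agonist plus DMSO wells and 100% = wells without agonist; some results beyond the cut were filed as inactive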
CCR6 antagonist = blocks CCL20-driven beta-arrestin recruitment at human CCR6; P51684; CHO-K1 CCR6 PathHunter beta-arrestin, luminescence, CCL20-stimulated; inhibition, % at 20 µM; 340,000 compounds, 0.49% hits; AID 493098;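 active means compounds whose inhibition of the agonist-driven luminescence signal at 20 µM reaches about 50%, limit read from the data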;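 further: cells stimulated with CCL20 at 14 nM final; plate controls were DMSO with CCL20 for no effect and DMSO without agonist for full effect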
CXCR6 inh = inhibitors of human CXCR6 receptor. O00574. CHO-K1 PathHunter CXCR6 beta-arrestin, luminescence. inhibition, % at 20 µM. 360,000 compounds, 0.36% hits. AID 602244; in the data active means inhibition above about 34%, passing the limit was not always enough;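 further: antagonist mode with CXCL16 agonist at 10 nM final; 0% = 10 nM CXCL16 with DMSO and 100% = unstimulated wells without agonist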
Target sequence (O00574 whole entry, looked up): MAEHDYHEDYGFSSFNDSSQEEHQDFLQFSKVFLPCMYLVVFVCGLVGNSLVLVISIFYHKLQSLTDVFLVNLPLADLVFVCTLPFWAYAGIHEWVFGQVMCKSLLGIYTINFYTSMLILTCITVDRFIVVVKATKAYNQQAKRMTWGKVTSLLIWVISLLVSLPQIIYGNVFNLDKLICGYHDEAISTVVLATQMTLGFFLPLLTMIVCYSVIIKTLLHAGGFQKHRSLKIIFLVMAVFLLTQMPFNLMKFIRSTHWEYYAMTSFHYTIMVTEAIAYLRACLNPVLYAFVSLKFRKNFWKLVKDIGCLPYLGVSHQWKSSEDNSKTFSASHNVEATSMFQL
APJ antagonist = antagonists of human APJ apelin receptor; P35414; CHO-K1 APJ beta-arrestin complementation, luminescence; inhibition, % at 20 µM; 330,000 compounds, 0.32% hits;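 active means inhibition above about 40% at 20 µM, limit read from the data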;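 further: cells challenged with 10 nM apelin-13 agonist together with compound; plate controls were apelin-13 plus DMSO wells for no effect and DMSO wells lacking apelin-13 for full effect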
Target sequence (P35414 whole entry, looked up): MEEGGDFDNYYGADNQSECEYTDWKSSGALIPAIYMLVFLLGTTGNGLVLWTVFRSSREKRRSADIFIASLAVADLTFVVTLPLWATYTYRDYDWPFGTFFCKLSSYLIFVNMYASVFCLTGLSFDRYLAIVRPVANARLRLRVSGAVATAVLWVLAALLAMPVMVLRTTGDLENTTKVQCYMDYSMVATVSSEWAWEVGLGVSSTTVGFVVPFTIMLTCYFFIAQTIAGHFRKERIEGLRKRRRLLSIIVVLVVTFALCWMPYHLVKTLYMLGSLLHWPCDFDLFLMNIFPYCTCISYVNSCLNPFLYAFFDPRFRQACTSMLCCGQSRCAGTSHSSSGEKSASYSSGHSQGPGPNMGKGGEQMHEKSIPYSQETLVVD
UBC13 inh = blocks human UBC13 polyubiquitin chain formation | 330,000 compounds, 0.47% hits | inhibition, % at 20 µM | TR-FRET; in the data active means inhibition above about 45%, passing the limit was not always enough
Target sequence (P61088 whole entry, looked up): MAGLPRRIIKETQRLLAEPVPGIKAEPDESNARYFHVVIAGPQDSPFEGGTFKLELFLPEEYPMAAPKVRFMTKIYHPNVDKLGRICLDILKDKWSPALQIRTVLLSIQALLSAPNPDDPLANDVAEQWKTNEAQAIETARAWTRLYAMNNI
Jurkat NFkB inh = lowers PMA/ionomycin-induced NF-kB signal in Jurkat cells | PMA/ionomycin-induced NF-kB luciferase reporter, luminescence | inhibition, % at 4 µM | 330,000 compounds, 0.53% hits; in the data active means inhibition above about 50%
Starred values were filed as active, the others as inactive. A portion of the library. The share of hits here may be higher or lower than overall.

`COc1cccc(NC(=O)N2CCC3(CC2)OCCO3)c1` gave Gli-Sufu block -29, 697 NFkB inh 9, EBI2 antag -4, CCR6 antagonist -6, CXCR6 inh -1, APJ antagonist -5, UBC13 inh 7 and Jurkat NFkB inh -20.
Screening Cc1cccnc1-n1c(CN2C(=O)c3ccccc3C2=O)nc2ccccc2c1=O returned Gli-Sufu block -1, 697 NFkB inh 5, EBI2 antag -5, CCR6 antagonist 6, CXCR6 inh -6, APJ antagonist -9, UBC13 inh 2 and Jurkat NFkB inh -3.
`COc1ccc(CC(=O)Nc2ccc(C#N)c(Cl)c2)cc1S(=O)(=O)N1CCOCC1` gave Gli-Sufu block -2, 697 NFkB inh 9, EBI2 antag 2, CCR6 antagonist 19, CXCR6 inh 1, APJ antagonist -2, UBC13 inh -5 and Jurkat NFkB inh 30.
`CCCc1nnc(NC(=O)CCC(=O)N2CCN(CCOC(c3ccccc3)c3ccccc3)CC2)s1` gave Gli-Sufu block 3, 697 NFkB inh 14, EBI2 antag -4, CCR6 antagonist 23, CXCR6 inh -4, APJ antagonist 18, UBC13 inh 9 and Jurkat NFkB inh 5.
Screening Cc1ncc(CN2CCCC(C(=O)c3ccc(C(C)(C)C)cc3)C2)s1 (configuration not stated) returned Gli-Sufu block 53, 697 NFkB inh -39, EBI2 antag -9, CCR6 antagonist 11, CXCR6 inh 3, APJ antagonist -16, UBC13 inh 4 and Jurkat NFkB inh 3.
`Fc1ccc(CCNCc2cccc(Cl)c2)cc1` gave Gli-Sufu block 5, 697 NFkB inh 15, EBI2 antag -5, CCR6 antagonist 11, CXCR6 inh -6, APJ antagonist 18, UBC13 inh 0 and Jurkat NFkB inh 21.
For COc1ccc(OC)c(CNCCc2ccc(OC)c(OC)c2)c1 the results were Gli-Sufu block 10, 697 NFkB inh -6, EBI2 antag 12, CCR6 antagonist 6, CXCR6 inh -4, APJ antagonist -21, UBC13 inh -12 and Jurkat NFkB inh -6.
For COc1ccc(F)cc1C(=O)C1CCCN(Cc2cnc(C)s2)C1 (configuration not stated) the results were Gli-Sufu block -15, 697 NFkB inh -22, EBI2 antag -12, CCR6 antagonist -2, CXCR6 inh 5, APJ antagonist 9, UBC13 inh -8 and Jurkat NFkB inh -2.
Cc1nc2ccccc2c(=O)n1-c1ccccc1C(F)(F)F was read as Gli-Sufu block -4, 697 NFkB inh 3, EBI2 antag -13, CCR6 antagonist 20, CXCR6 inh 6, APJ antagonist 16, UBC13 inh 0 and Jurkat NFkB inh -6.
Screening COc1ccc(-n2c(C)cc(C(=O)C[N+]34CCN(CC3)CC4)c2C)cc1 returned Gli-Sufu block 21, 697 NFkB inh 2, EBI2 antag 3, CCR6 antagonist 3, CXCR6 inh 3, APJ antagonist 8, UBC13 inh 10 and Jurkat NFkB inh 3.
`O=c1[nH]c(=S)n(C2CC2)c(O)c1/C=N/Nc1cccc2ccccc12` gave Gli-Sufu block 6, 697 NFkB inh -61, EBI2 antag -6, CCR6 antagonist 9, CXCR6 inh -3, APJ antagonist -11, UBC13 inh -45 and Jurkat NFkB inh 7.
For CCN1CCN(c2nc3c(c(=O)[nH]2)CCC3)CC1 the results were Gli-Sufu block -13, 697 NFkB inh -10, EBI2 antag 8, CCR6 antagonist 23, CXCR6 inh 12, APJ antagonist 3, UBC13 inh -8 and Jurkat NFkB inh -5.
Cn1c(O)c(N=Nc2cccc(S(=O)(=O)N3CCOCC3)c2)c(=O)n(C)c1=O was read as Gli-Sufu block 5, 697 NFkB inh 12, EBI2 antag -14, CCR6 antagonist 19, CXCR6 inh 7, APJ antagonist 22, UBC13 inh -6 and Jurkat NFkB inh 7.
Screening COc1cccc(CCNCc2ccc(SC)cc2)c1 returned Gli-Sufu block -4, 697 NFkB inh -18, EBI2 antag -13, CCR6 antagonist 2, CXCR6 inh -5, APJ antagonist 11, UBC13 inh 1 and Jurkat NFkB inh 6.
Screening CCCc1c(C)nc(SCC(=O)C(C)(C)C)nc1OC(=O)N(C)C returned Gli-Sufu block 10, 697 NFkB inh 5, EBI2 antag -11, CCR6 antagonist -1, CXCR6 inh 2, APJ antagonist 1, UBC13 inh 7 and Jurkat NFkB inh 5.
Screening CN1C(=O)CCC2(C)C1=CCC1C2CCC2(C)C1CCC2(C)O (configuration not stated) returned Gli-Sufu block 1, EBI2 antag -7, CCR6 antagonist -6 and CXCR6 inh -1.
For Fc1ccc(CNCCc2c[nH]c3ccccc23)cc1 the results were Gli-Sufu block 26, 697 NFkB inh 6, EBI2 antag 6, CCR6 antagonist -5, CXCR6 inh -4, APJ antagonist 1, UBC13 inh 2 and Jurkat NFkB inh -6.
CCOC(=O)[C@@H]1[C@H]2COc3ccc(Br)cc3[C@@H]2N2C(=O)N(c3cccc(C)c3)C(=O)[C@]12C was read as Gli-Sufu block 7, 697 NFkB inh -20, EBI2 antag 9, CCR6 antagonist 5, CXCR6 inh 5, APJ antagonist 8, UBC13 inh -2 and Jurkat NFkB inh -6.
For Cc1ccc(C)c(C2(O)CC(C)N(C)CC2C)c1 (configuration not stated) the results were Gli-Sufu block -6, 697 NFkB inh -18, EBI2 antag -6, CCR6 antagonist 4, CXCR6 inh -1, APJ antagonist -11, UBC13 inh -4 and Jurkat NFkB inh -24.
`O=P(NS(=O)(=O)c1ccc(Br)cc1)(Oc1ccccc1)Oc1ccccc1` gave Gli-Sufu block 7, 697 NFkB inh 7, EBI2 antag 0, CCR6 antagonist -1, CXCR6 inh 1, APJ antagonist -8, UBC13 inh -1 and Jurkat NFkB inh -8.
O=C(O)CCn1cc(C=C2C(=O)NC(=S)NC2=O)c(-c2cccc(Cl)c2)n1 was read as Gli-Sufu block 8, 697 NFkB inh 0, EBI2 antag -3, CCR6 antagonist 4, CXCR6 inh -6, APJ antagonist 4, UBC13 inh 7 and Jurkat NFkB inh 5.
`CCOP(=O)(C#CC(C)(C)C)C(O)(c1ccccc1)C(F)(F)F` (configuration not stated) gave Gli-Sufu block -6, 697 NFkB inh 16, EBI2 antag 3, CCR6 antagonist 15, CXCR6 inh 2, APJ antagonist 13, UBC13 inh 0 and Jurkat NFkB inh 7.
For O=C(CCNC(=O)N1C[C@H]2C[C@@H](C1)c1cccc(=O)n1C2)Nc1cccc(Cl)c1 the results were Gli-Sufu block 0, 697 NFkB inh -3, EBI2 antag -4, CCR6 antagonist -5, CXCR6 inh -1, APJ antagonist -10, UBC13 inh 2 and Jurkat NFkB inh -21.
CCOc1ccccc1N=C1SCCCN1C was read as Gli-Sufu block 0, 697 NFkB inh 15, EBI2 antag -22, CCR6 antagonist 0, CXCR6 inh -5, APJ antagonist 33, UBC13 inh 11 and Jurkat NFkB inh 9.
For CSCCC(N=Cc1c(O)n(-c2ccc(Cl)cc2)c(=O)[nH]c1=O)C(=O)OC(C)(C)C (configuration not stated) the results were Gli-Sufu block -6, 697 NFkB inh 5, EBI2 antag 5, CCR6 antagonist 4, CXCR6 inh -7, APJ antagonist 5, UBC13 inh -5 and Jurkat NFkB inh 8.
COC(=O)C(O)(c1c(C)[nH]c2ccccc12)C(F)(F)F (configuration not stated) was read as Gli-Sufu block 5, 697 NFkB inh 19, EBI2 antag -2, CCR6 antagonist -6, CXCR6 inh -9, APJ antagonist -4, UBC13 inh 9 and Jurkat NFkB inh 10.
For OCC#CC[N+]1(CC#Cc2ccccc2)CCOCC1 the results were Gli-Sufu block -7, 697 NFkB inh 16, EBI2 antag 9, CCR6 antagonist 10, CXCR6 inh -5, APJ antagonist -9, UBC13 inh 15 and Jurkat NFkB inh 4.
`COc1ccc2nc(NC3=NCCN3)sc2c1` gave Gli-Sufu block -81, 697 NFkB inh -141, EBI2 antag -15, CCR6 antagonist 0, CXCR6 inh 5, APJ antagonist 10, UBC13 inh -11 and Jurkat NFkB inh -90.
`O=C(COc1ccc(Cl)cc1)N1CCN(C/C=C/c2ccccc2)CC1` gave Gli-Sufu block 11, 697 NFkB inh -21, EBI2 antag 96*, CCR6 antagonist 6, CXCR6 inh 1, APJ antagonist -20, UBC13 inh -11 and Jurkat NFkB inh 2.
Cc1ccc(N2C(=O)NC(=O)/C(=C\c3cc(C)n(-c4sc5c(c4C#N)CCCC5)c3C)C2=O)cc1 was read as Gli-Sufu block 59*, 697 NFkB inh -3, EBI2 antag 1, CCR6 antagonist 10, CXCR6 inh 4, APJ antagonist 14, UBC13 inh -19 and Jurkat NFkB inh -2.
Screening CCCC[N+]12CCC(CC1)C(=C(c1ccccc1)c1ccccc1)C2 returned Gli-Sufu block 17, 697 NFkB inh -3, EBI2 antag -5, CCR6 antagonist 3, CXCR6 inh -7, APJ antagonist 13, UBC13 inh -7 and Jurkat NFkB inh -3.
CN1C2CCC1CC(OC(=O)c1ccc([N+](=O)[O-])cc1)C2 (configuration not stated) was read as Gli-Sufu block 4, 697 NFkB inh -64, EBI2 antag -4, CCR6 antagonist -2, CXCR6 inh -16, APJ antagonist -32, UBC13 inh -11 and Jurkat NFkB inh 29.
CC(=O)c1cn(Cc2ccccc2C#N)c2ccccc12 was read as Gli-Sufu block 59*, 697 NFkB inh 47*, EBI2 antag 7, CCR6 antagonist 6, CXCR6 inh -1, APJ antagonist -13, UBC13 inh 40 and Jurkat NFkB inh 52*.
O=C1Nc2ccccc2Sc2ccccc21 was read as Gli-Sufu block -4, 697 NFkB inh -30, EBI2 antag 2, CCR6 antagonist 14, CXCR6 inh 5, APJ antagonist -14, UBC13 inh 7 and Jurkat NFkB inh 1.
`CN1CCN2c3ccc(N)cc3CC3(C(=O)NC(=O)NC3=O)C2C1` (configuration not stated) gave Gli-Sufu block -5, EBI2 antag 5, CCR6 antagonist -6 and CXCR6 inh 5.
For O=C(c1cc(-c2cccnc2)nc2ccc(Cl)cc12)N1CCC2(CC1)OCCO2 the results were Gli-Sufu block -1, 697 NFkB inh 7, EBI2 antag -5, CCR6 antagonist 5, CXCR6 inh 3, APJ antagonist -2, UBC13 inh -12 and Jurkat NFkB inh -23.
For OCC(Cl)CCl (configuration not stated) the results were Gli-Sufu block -1, 697 NFkB inh 12, EBI2 antag 11, CCR6 antagonist -2, CXCR6 inh -4, APJ antagonist -11, UBC13 inh 4 and Jurkat NFkB inh -11.
Screening CC(C)C[C@H](NC(=O)[C@@H]1CCCN1C(=O)[C@@H](N)Cc1ccc(O)cc1)C(=O)NCC(N)=O returned Gli-Sufu block -2, 697 NFkB inh 2, EBI2 antag 0, CCR6 antagonist 10, CXCR6 inh -3, APJ antagonist 29, UBC13 inh -14 and Jurkat NFkB inh 1.
For CN1C(=O)C(=Cc2cn(CC#N)c3ccccc23)C(=O)N(C)C1=O the results were Gli-Sufu block 2, 697 NFkB inh 13, EBI2 antag 7, CCR6 antagonist 16, CXCR6 inh 1, APJ antagonist 19, UBC13 inh -9 and Jurkat NFkB inh 14.
CCC(=O)N1c2ccc(S(=O)(=O)CCC(=O)N3CCC4(CC3)OCCO4)cc2CC1C (configuration not stated) was read as Gli-Sufu block 0, 697 NFkB inh -6, EBI2 antag -8, CCR6 antagonist -6, CXCR6 inh 7, APJ antagonist 9, UBC13 inh -12 and Jurkat NFkB inh -6.
CCCCn1c(=O)c(C(=O)Nc2ccc(C)cn2)c(O)c2ccccc21 was read as Gli-Sufu block 5, 697 NFkB inh 5, EBI2 antag -3, CCR6 antagonist 1, CXCR6 inh -1, APJ antagonist 6, UBC13 inh 22 and Jurkat NFkB inh 0.
`C[C@H]1CCCC(=O)CCC/C=C/c2cc(O)cc(O)c2C(=O)O1` gave Gli-Sufu block 0, 697 NFkB inh 1, EBI2 antag 22, CCR6 antagonist 11, CXCR6 inh 8, APJ antagonist 13, UBC13 inh 11 and Jurkat NFkB inh 6.
O=C(Cn1cc(C=C2C(=O)NC(=O)NC2=O)c2ccccc21)NCC1CCCO1 (configuration not stated) was read as Gli-Sufu block -10, 697 NFkB inh 5, EBI2 antag -10, CCR6 antagonist 9, CXCR6 inh 4, APJ antagonist -8, UBC13 inh -14 and Jurkat NFkB inh 10.

Screening data as filed in PubChem.
